# Scp1 inh = Scp-1 (human) phosphatase inhibition | hit rate 0.88% among 340,000 | Recombinant Scp1, phosphopeptide, malachite green phosphate absorbance | inhibition, % at 20 µM;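 active means inhibition above about 50% at 20 µM, limit read from the data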;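 further: plate controls were DMSO wells with enzyme for no effect and wells lacking enzyme for full effect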
# Target sequence (Q9GZU7 76-261 limits assumed): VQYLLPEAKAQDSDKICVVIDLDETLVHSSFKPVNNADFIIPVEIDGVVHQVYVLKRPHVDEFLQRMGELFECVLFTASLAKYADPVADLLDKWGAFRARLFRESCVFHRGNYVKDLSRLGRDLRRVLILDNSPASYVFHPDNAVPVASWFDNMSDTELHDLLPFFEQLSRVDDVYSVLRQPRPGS
#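 System: truncated SCP-1 phosphatase (76-261aa); medium: Tris acetate buffer pH 5.5 with MgCl2 and Tween-20; incubation: 45 min room-temperature reaction, 5 min colour, 30 min stabiliser; compound: single 20 µM dose, 1% DMSO; reagent: Phosphorylated 17-residue peptide substrate; read-out: % inhibition at 20 µM; technique: colorimetric free-phosphate detection, absorbance 630 nm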
# STEP block = blocks human striatal-enriched tyrosine phosphatase | P54829 | recombinant STEP, OMFP fluorogenic substrate, fluorescence | inhibition, % at 20 µM | AID 588621 | hit rate 0.25% among 360,000;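 active means inhibition at 20 µM, scaled per plate between control wells, above about 37%, limit read from the data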;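 further: 0% = DMSO with enzyme and substrate and 100% = substrate only without enzyme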
# Target sequence (P54829 whole entry, looked up): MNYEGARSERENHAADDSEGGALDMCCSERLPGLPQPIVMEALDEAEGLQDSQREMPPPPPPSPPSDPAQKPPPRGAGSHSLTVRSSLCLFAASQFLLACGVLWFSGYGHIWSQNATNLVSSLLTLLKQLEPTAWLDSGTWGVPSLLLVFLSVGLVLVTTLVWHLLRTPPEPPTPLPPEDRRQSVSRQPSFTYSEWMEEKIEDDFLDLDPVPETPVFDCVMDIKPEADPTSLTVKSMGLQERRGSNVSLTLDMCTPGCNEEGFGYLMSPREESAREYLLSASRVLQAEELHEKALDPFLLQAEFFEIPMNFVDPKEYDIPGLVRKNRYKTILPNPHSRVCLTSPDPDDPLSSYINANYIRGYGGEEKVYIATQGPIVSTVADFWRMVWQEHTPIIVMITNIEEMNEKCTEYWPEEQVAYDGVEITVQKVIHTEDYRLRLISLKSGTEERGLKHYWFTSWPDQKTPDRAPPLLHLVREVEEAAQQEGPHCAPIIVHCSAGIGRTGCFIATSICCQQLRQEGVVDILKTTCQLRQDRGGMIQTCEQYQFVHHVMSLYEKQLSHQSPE
#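 Material: STEP (striatal-enriched tyrosine phosphatase) enzyme, cell-free | Medium: 50 mM Bis-Tris pH 6.0 with 2.5 mM DTT and 0.005% Tween 20 | Read-out: Percent inhibition scaled to no-enzyme and uninhibited-enzyme controls, plate-pattern corrected | Signal: Fluorescence read at 480 nm ex / 540 nm em | Times: 20 min reaction, room temperature, in the dark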
# NadD inh = inhibitors of Staphylococcus aureus NadD; purified NadD enzyme, colorimetric absorbance read-out; inhibition, % at 20 µM; hit rate 0.78% among 360,000; in the data active means inhibition above about 26%; further: some compounds past the cut are filed as inactive
# LMPTP inh = LMPTP (human) inhibition | hit rate 0.22% among 360,000 | P24666 | inhibition, % at 20 µM | recombinant LMPTP-A, OMFP fluorogenic substrate, fluorescence intensity | AID 651560;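 active means compounds that cut the enzyme signal by at least half of the control window in the single-dose screen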;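 further: plate controls were DMSO wells with enzyme plus substrate for no effect and substrate without enzyme for full effect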
# Target sequence (P24666 whole entry, looked up): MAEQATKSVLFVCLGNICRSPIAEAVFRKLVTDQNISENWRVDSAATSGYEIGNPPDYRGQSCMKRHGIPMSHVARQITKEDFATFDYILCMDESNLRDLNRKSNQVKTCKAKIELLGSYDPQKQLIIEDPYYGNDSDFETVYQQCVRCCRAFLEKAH
#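 Assay system: LMPTP-A, protein tyrosine phosphatase of low molecular weight / Medium: pH 6.0 Bis-Tris buffer with DTT and Triton X-100 / Schedule: 50 min enzyme reaction at room temperature, protected from light / Measured by: endpoint fluorescence intensity from OMFP dephosphorylation / Read-out basis: % inhibition relative to no-enzyme and uninhibited control wells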
# Neddylation inh = blocks human cullin neddylation; hit rate 0.58% among 360,000; AID 651699; TR-FRET cullin neddylation, biochemical; calls only at 25 µM; in the data active means inhibition above about 36%
# CSN deneddyl inh = inhibitors of human CSN-mediated cullin deneddylation; Q92905; inhibition, % at 12.5 µM; Purified CSN, SCF-Nedd8-OG deneddylation, fluorescence polarization; hit rate 0.38% among 360,000; AID 651999;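 active means pattern-corrected inhibition above about 35%, with an unprinted fluorescence ratio check between 0.5 and 1.5, limit read from the data, passing the limit was not always enough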;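 further: 0% = enzyme with substrate and 100% = substrate without enzyme; some results filed as inactive read as strong as hits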
#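 Assay system: HEK293T-derived human Csn5 enzyme; quantity: 0.24 nM enzyme; medium: Tris/NaCl/DTT buffer, pH 7.5; also added: substrate SCFSkp2-Nedd8OG, 10 nM; doses: 12.5 µM compound; schedule: 90 min reaction at room temperature; signal: FP; read-out: % inhibition of substrate cleavage by Csn5; benchmarks: substrate-only high control, full reaction low control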
# Rpn11 inh = inhibitors of human proteasome Rpn11; calls only at 20 µM; human 26S proteasome, Ub4-pepOG fluorescence polarization; 20S core pre-blocked with epoxomicin; hit rate 0.59% among 360,000;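 active means inhibition at 20 µM, scaled to each plate's controls, above about 33%, limit read from the data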
# Rin1 Abl inh = human Rin1-Abl interaction inhibition; TR-FRET Rin1/Abl binding, biochemical; inhibition, % at 7.35 µM; hit rate 0.4% among 360,000; AID 588664; in the data active means inhibition above about 5%, passing the limit was not always enough
# SUMO1-SIM PPI = modulators of human SUMO1-mediated protein-protein interactions | SUMO1 binding to a labelled peptide, TR-FRET, 1 h | inhibition, % at 20 µM | hit rate 0.33% among 360,000 | AID 602429; in the data active means inhibition above about 37%
# Target sequence (P63165 whole entry, looked up): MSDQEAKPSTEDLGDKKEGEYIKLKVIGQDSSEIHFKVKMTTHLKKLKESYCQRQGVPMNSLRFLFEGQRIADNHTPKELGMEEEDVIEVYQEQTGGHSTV
# DNMT1 inh = blocks human DNA methyltransferase DNMT1 | P26358 | DNMT1 molecular beacon, Hinp1I cleavage, fluorescence | inhibition (reported as % activation of signal), % at 10 µM | hit rate 0.83% among 360,000 | AID 588458; in the data active means inhibition above about 50%
# An asterisk follows results filed as active; i = inactive; . = no result given; + = active, no number. The order is random (roughly 3.8% active in at least one column).
Compound	Scp1 inh	STEP block	NadD inh	LMPTP inh	Neddylation inh	CSN deneddyl inh	Rpn11 inh	Rin1 Abl inh	SUMO1-SIM PPI	DNMT1 inh
Cc1nn(C)cc1CNC(=O)CCC(=O)O	-2	-3	0	0.1	i	-1	i	2	1	1
CS(=O)c1ccccc1COC(=O)Nc1ccccc1 (stereo not drawn)	-1	0	-4	0.6	i	-6	i	-1	-2	1
Cc1ccc(Cn2c(C)c3cnn(CC(=O)NCc4ccccn4)c(=O)c3c2C)cc1	-9	1	1	-1.3	i	-3	i	0	4	0
Cn1nc(CC(=O)NCc2cccc3ccccc23)c2ccccc2c1=O	-6	-6	-1	0.1	i	0	i	-1	-2	-1
O=S(=O)(Nc1ccncc1)c1ccc(Cl)c(Cl)c1	2	-2	1	-2.7	i	-1	i	2	3	1
CCOC(=O)c1ccc(NS(=O)(=O)c2ccc3c(c2)CCCN3C(C)=O)cc1	-8	-2	-8	-1.8	i	0	i	2	-4	1
O=C(CC1(O)C(=O)N(Cc2ccccc2)c2ccccc21)c1ccc2c(c1)OCO2 (stereo not drawn)	-8	2	-4	-0.7	i	-3	i	5	-9	1
COc1ccc(CCC(=O)Nc2ccc(N3CCOCC3)c(S(=O)(=O)Nc3ccc(OC)cc3)c2)cc1	-6	0	-5	1.5	i	0	i	5	5	-6
COc1cccc(CNC(=O)CCc2nnc3ccc(NCCCN4CCCC4=O)nn23)c1	3	-3	-2	-1.2	i	5	i	5	3	1
CCOC(=O)N1CCN(C(=O)C(C)SCc2ccccc2)CC1 (stereo not drawn)	-8	2	0	-1.5	i	3	i	3	4	1
Clc1ccccc1N=Nc1ccccn1	0	-5	4	-0.4	i	-48	i	-1	-24	-5
c1ccc2c(Oc3ccc4c(c3)OCO4)nncc2c1	-10	1	3	-2.7	i	1	i	1	-4	-1
CN(C)Cc1c(O)ccc2occ(C(=O)c3ccc(F)cc3)c12	-2	0	-8	0.8	i	-5	i	-1	5	-2
CN(C(=O)C=Cc1ccco1)c1ccccc1	-8	-3	0	-0.5	i	4	i	-5	-10	2
N#Cc1ccc(C(=O)Nc2cccc3ncccc23)c(F)c1	-1	4	4	-0.5	i	4	i	-4	1	-4
COc1ccc(NC(=O)Nc2cccc(C)n2)c(OC)c1	1	-1	-2	-1.6	i	-4	i	3	5	16
CCCc1cc(=O)n2[nH]c(NCc3c(F)cccc3Cl)nc2n1	4	4	1	0.9	i	-3	i	-2	4	3
CCCCOC(=O)C1=C(C)NC2(O)c3ccccc3C(=O)C12O (stereo not drawn)	-12	5	2	-0.6	i	4	i	7.8*	4	-12
CCc1ccc(OC(C)C(=O)N(Cc2ccco2)C2CCS(=O)(=O)C2)cc1 (stereo not drawn)	-17	1	0	0.3	i	0	i	1	-2	2
COc1cccc(OC)c1C(=O)n1nc(C)cc1C	6	0	0	-1.7	i	-5	i	3	0	-1
CC(C)CC(=O)NC(=S)N1CCCCCC1	-3	-1	2	1.6	i	3	i	-1	-1	0
O=C(CC(=O)NCCc1ccccc1)NCCc1ccccc1	-6	-2	-3	-0.1	i	0	i	0	-1	1
CCCCn1nnnc1SCC(=O)Nc1ccc(F)cc1	-2	0	-10	-0.6	i	-4	i	4	-3	-1
Cc1oc2c(Cl)c(Cl)c(O)c(CN(C)C)c2c1C(=O)c1ccc(Cl)cc1	-15	-1	-4	0.6	i	1	i	1	23	-6
COc1ccccc1Nc1cc(C(=O)NC2CCCC2)c2ccccc2n1	-5	-2	0	1.4	.	-6	i	2	2	-4
CC(C)C[C@H](NC(=O)c1nc[nH]c1C(=O)NC1CCN(C(=O)OC(C)(C)C)CC1)C(=O)OC(C)(C)C	-3	-3	4	1.0	i	-5	i	2	-4	-3
C=CC1C(OC2OC(CO)C(O)C(O)C2O)OC=C(C(=O)OC)C1CC1CC(=O)CC(CC(=O)CCc2ccc(O)cc2)O1 (stereo not drawn)	-13	0	3	-0.5	i	-4	i	1	3	-1
COC(=O)C1CCC(C)(C(=O)Nc2ccccc2)C1(C)C (stereo not drawn)	-4	-3	-2	2.2	i	6	i	2	2	-2
CCOC(=O)C(Cc1ccccc1)NC(=O)Cn1nnc(-c2ccc(SC)cc2)n1 (stereo not drawn)	-13	-1	-12	0.7	i	1	i	3	0	-7
Oc1ccc(-c2nc3c4c(ncn3n2)-c2ccccc2CC42CCCC2)cc1	-13	-1	7	2.6	.	-1	i	1	2	-23
CC(=O)NCC1CCN(C(=O)C2CCC(=O)N(CCc3cccc(F)c3)C2)CC1 (stereo not drawn)	-4	-2	-2	-0.2	i	-3	i	2	3	-1
CCN(CC)c1ccc(NC2=C(Cl)C(=O)c3ccccc3C2=O)cc1	-1	7	0	3.7	i	2	i	1	-8	-25
CCc1nnc(N2C(=O)c3cccc4cccc(c34)C2=O)s1	-2	-4	-1	-0.9	i	-3	i	-4	-29	1
CC1CCN(Cc2cnc(Cl)s2)CC1	-12	-3	5	-0.5	i	2	i	0	0	3
Cc1cc(C(=O)OCC(=O)NCc2cccs2)ccc1[N+](=O)[O-]	2	-2	-2	-1.8	i	1	i	3	-27	0
COc1ccc(OC)c(NC(=O)CCNS(=O)(=O)c2cccc3nonc23)c1	-9	2	-7	0.5	i	3	i	0	-28	2
CCOc1ccc(-c2c(C(=O)N/N=C/c3cccnc3)nnn2-c2nonc2N)cc1	-9	0	8	9.4	i	11	i	-4	5	1
CCCNC(=O)N1CCN(S(=O)(=O)c2ccc(C)cc2)CC1	-2	2	-1	-1.2	i	-2	i	3	-3	2
CCn1c(SCC(=O)NC2CCCCC2)nc2c(c1=O)SCC2	-3	1	-3	0.5	i	-3	i	-2	-4	2
COc1ccc(CCNC(=O)c2c(Cl)ccc(Cl)c2OC)cc1OC	0	-2	2	-0.7	i	2	i	0	1	3
COc1cccc(/C=C/C(=O)OCC(=O)NCc2ccco2)c1	48	0	0	5.0	+	-4	i	0	0	15
Cc1ccc(NC(=O)CN2CCN(CCN=CC3=C(O)CC(c4ccccc4)CC3=O)CC2)cc1 (stereo not drawn)	-3	0	2	-1.8	i	-5	i	-1	2	0
CCOCCOC(=O)c1[nH]c2c(c1C)C(=O)CC(c1cc(OC)c(OC)c(OC)c1)C2 (stereo not drawn)	-12	-6	-5	1.0	i	5	i	0	-3	1
Nc1nc(CSc2ncn[nH]2)nc(Nc2ccc(F)cc2)n1	1	-2	2	-2.0	i	0	i	0	1	2
Cc1ccc(S(=O)(=O)N(CC(=O)Nc2ccc(C)cc2C)C(=O)N2CCN(C)CC2)cc1	-7	-2	5	-0.8	i	-1	i	4	1	3
CS(=O)(=O)c1ccc(Cl)c(NC(=O)CCN2C(=O)NC3(CCCC3)C2=O)c1	-1	0	-1	-2.0	i	4	i	2	-2	8
CNc1nnc(C(F)(F)F)s1	-1	-1	-1	-1.4	i	-6	i	2	0	2
COc1ccc2nc(N3CCCC3)c(C#N)cc2c1	0	0	7	1.6	.	1	i	-2	5	-6
Cc1nc2cc(C(=O)NCc3ccc4c(c3)OCO4)ccc2n1-c1ccc(Br)cc1	6	0	6	4.1	i	-6	i	3	0	-3
CCCOc1ccc2oc(=O)c3c(c2c1)CCCN3C(=O)CN1CCc2ccccc2C1	3	3	22	1.7	i	-3	i	-1	-9	-8
COc1ccc(C2=NOC(Cn3nc(C(=O)NCc4ccc5c(c4)OCO5)cc3-c3ccccc3)C2)cc1 (stereo not drawn)	-10	1	-3	4.3	i	-3	i	3	3	-6
Cc1ccccc1OCCn1cnc2c(N)ncnc21	0	0	14	-0.2	i	-5	i	5	3	5
CC(=O)c1c(C)[nH]c(C(=O)Nc2ccc(Cl)cc2)c1C	-4	-2	0	1.7	i	2	i	0	-15	2
Cc1ccc(S(=O)(=O)C2(C(=O)NCCc3ccccc3)CC2)cc1	-11	3	-6	-1.7	i	1	i	-1	3	2
CN(C)c1ccc(CNc2ccccn2)cc1	-5	-1	-4	-0.7	i	1	i	-4	-2	2
CC(=O)c1cccc(-n2nnnc2SCC(=O)Nc2ccccc2N2CCCCC2)c1	2	8	4	3.4	i	2	i	-2	-1	-4
CC(C(=O)N1CCc2ccccc2C1)N(c1ccccc1)S(C)(=O)=O (stereo not drawn)	-6	-2	-7	0.0	i	2	i	1	1	-4
COc1ccc2[nH]c3c(c2c1)CCN1C(=O)C(CC(=O)NCc2ccco2)C[C@H](C(=O)N2CCCCC2)[C@@]31C (stereo partly drawn)	-2	1	-3	0.3	i	-5	i	2	7	6
COc1ccc2[nH]c(O)c(N=NC(=N)N)c2c1	-3	1	-1	3.8	i	1	i	-5	-6	8
O=C(Nc1c(C(=O)N2CCOCC2)cnn1-c1ccccc1)c1ccccc1F	-7	0	-4	0.6	i	-3	i	1	-1	0

# Molecules from the list above containing a cyano group:
Compound	Scp1 inh	STEP block	NadD inh	LMPTP inh	Neddylation inh	CSN deneddyl inh	Rpn11 inh	Rin1 Abl inh	SUMO1-SIM PPI	DNMT1 inh
N#Cc1ccc(C(=O)Nc2cccc3ncccc23)c(F)c1	-1	4	4	-0.5	i	4	i	-4	1	-4
COc1ccc2nc(N3CCCC3)c(C#N)cc2c1	0	0	7	1.6	.	1	i	-2	5	-6

# Going on with the list:
Compound	Scp1 inh	STEP block	NadD inh	LMPTP inh	Neddylation inh	CSN deneddyl inh	Rpn11 inh	Rin1 Abl inh	SUMO1-SIM PPI	DNMT1 inh
Cc1nn(Cc2ccc(F)cc2)c(C)c1NC(=O)C1c2ccccc2Oc2ccccc21	4	2	9	0.0	i	2	i	0	2	-3
CC(C)c1ccc(CN2C(=O)c3ccccc3S2(=O)=O)cc1	-5	1	-8	1.8	i	4	i	2	3	6
O=C(Cn1c(=S)[nH]c2ccccc2c1=O)NCCc1ccccc1	-2	2	0	-1.8	i	-2	i	-2	-10	2
N#CC(c1ccc([N+](=O)[O-])cc1)C(CC(=O)c1ccccc1)c1ccccc1 (stereo not drawn)	-24	2	-5	0.6	i	-2	i	3	-14	-6
Cc1onc(-c2ccccc2Cl)c1C(=O)N(Cc1ccc(N(C)C)cc1)C(C)C	-27	-2	1	2.3	i	-1	i	1	2	-6

# Bioassay records as filed in PubChem.
